Compound activity: PubChem, National Center for Advancing Translational Sciences (NCATS)
MBNL1 CUG block: qHTS Assay for Inhibitors of MBNL1-poly(CUG) RNA binding | Muscleblind-like protein 1 (Homo sapiens), Q9NR56 | TR-FRET MBNL1-His/biotin-(CUG)12 binding, 665/545 ratio | Potency, µM (doses to about 57.5 µM), inactives show at the highest dose activity change, negative = inhibition, actives largely listed as inhibitors | hit rate 0.036% among 280,000; active = well fitted inhibition curve with a large enough effect in the signal ratio, with a control signal flat, not every such curve was filed as active; inconclusive = small, poorly fitted or top-dose-only effect, or effect the other way, or a change in a side signal; inactive = no such curve, though single readings can be large or run the other way; the % refers to the signal ratio; note: potency is the fitted concentration of half-maximal effect; % is set by controls: 0 for no effect and ±100 for the full control effect
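TR-FRET between His-tagged MBNL1 and biotin-(CUG)12 RNA, detected with Tb anti-His antibody (0.055 ng/ul) and streptavidin-XL665 (5 nM), 60 min at room temperature. Compounds titrated 92 nM to 58 uM; 665/545 nm ratio normalized to buffer and complex controls.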
BCR signal inh: qHTS Assay to Find Inhibitors of Chronic Active B-Cell Receptor Signaling; ABC-DLBCL IkBa-CBG/CBR reporter, luminescence ratio, 4 h; hit rate 0.05% among 340,000; Potency, µM (titrated, usually from 46.1 µM), for the others: top-dose ratio change, negative = lower green/red ratio, most hits filed as inhibitors; active = well fitted inhibition curve with a large enough effect in the signal ratio, with a control signal flat, not every such curve was filed as active; inconclusive = small, poorly fitted or top-dose-only effect, or effect the other way, or a change in a side signal; the % refers to the signal ratio;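 note: potency is the fitted concentration of half-maximal effect; plate controls were basal doxycycline-induced cells for no effect and cells given 10 µM MG132 for full effect; MG132 reads +100%, hits lower the ratio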
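TMD8 human ABC-DLBCL cells with doxycycline-inducible IκBα–green luciferase fusion and unfused red luciferase, in 0.5% FBS medium; compounds up to 46 uM, 4 h at 37C. Green/red luminescence ratio, filter-overlap corrected, fitted to concentration-response curves.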
Eya2 inh: qHTS Assay for Inhibitors of the Phosphatase Activity of Eya2; recombinant Eya2, OMFP fluorescence dephosphorylation (OMFP is methylfluorescein phosphate); Potency, µM (series often up to 76.9 µM), inactives show at the highest dose activity, negative = inhibition, most hits filed as inhibitors; hit rate 0.006% among 330,000; note: potency is the fitted concentration of half-maximal effect; % is set by controls: 0 for no effect and ±100 for the full control effect
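Eya2 (0.2 uM) preincubated 10 min at ambient with compound, then OMFP substrate added at 50 uM; 10 min reaction in 50 mM HEPES pH 7.5, 50 mM NaCl, 5 uM MgCl2, 0.05% BSA, 1 mM DTT. Fluorescence read at Ex 485/Em 525 nm.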
hERG WT inh: qHTS for Inhibitors of KCHN2 3.1: Wildtype qHTS. Voltage-gated inwardly rectifying potassium channel KCNH2 (Homo sapiens), Q12809. U2OS, BacMam KCNH2, thallium flux FluxOr; active compounds read low. activity change, % at 1.84 µM. hit rate 0.37% among 340,000;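 active = maximum activity change below -70%; inconclusive = maximum activity change between -70% and -50%; inactive = maximum activity change above -50%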; note: % is set by controls: 0 for no effect and ±100 for the full control effect
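U2OS cells were transduced with wild-type KCNH2 virus (2.03 x 10^8 / mL) for 4 h at room temperature, then cultured overnight at 37 C. Thallium flux was read with FluxOr dye. Rate constants were normalized to DMSO controls.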
Menin MLL FP TR: qHTS Assay for Inhibitors Targeting the Menin-MLL Interaction in MLL Related Leukemias: Competition With Texas Red Labeled MLL-derived Mutant Peptide | O00255 | Menin + Texas Red MLL mutant peptide, fluorescence polarization | Potency, µM (titrated, usually from 61.6 µM), inactives show top-dose FP activity change, negative = inhibition, actives largely listed as inhibitors | hit rate 0.23% among 270,000; active = well fitted inhibition curve with a large enough effect in the polarisation, with a control signal flat, not every such curve was filed as active; inconclusive = small, poorly fitted or top-dose-only effect, or effect the other way, or a change in a side signal; inactive = no such curve, though single readings can be large or run the other way; the % refers to the polarisation; note: potency is the fitted concentration of half-maximal effect; % of control where 0% means no effect; many of its hits are not listed in these tables
PKM2 act: qHTS Assay for Activators of Human Muscle isoform 2 Pyruvate Kinase | Pyruvate kinase PKM (Homo sapiens), P14618 | hit rate 0.34% among 260,000 | purified PKM2, Kinase-Glo ATP luminescence, activation; response scale: 0% is enzyme alone, no compound | AID 1631, 2009 | Potency, µM (top dose mostly 57.5 µM), for inactives: top-dose activation, usual class: activators; note: potency is the fitted concentration of half-maximal effect; % is set by controls: 0 for no effect and ±100 for the full control effect; nearly all actives have a fitted effect of over 55% in size
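Purified hPK-M2 (>95% pure) converted ADP (0.1 mM final) to ATP with 0.5 mM PEP in 50 mM imidazole pH7.2, KCl, MgCl2, Tween 20, BSA; 1 h at room temperature. ATP detected by Kinase-Glo luminescence.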
Mito fusion act: qHTS Assay for Small Molecule Inhibitors of Mitochondrial Division or Activators of Mitochondrial Fusion | S. cerevisiae fusion-defective mutant growth rescue, CellTiterGlo 48 h | hit rate 0.23% among 320,000 | Potency, µM (titrated, usually from 46.1 µM), without a hit: at the top dose growth rescue (activation), hits mostly activators | AID 485298, 2010;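 note: potency is the fitted concentration of half-maximal effect; % of control where 0% means no effect; nearly all actives have a fitted effect of over 45% in size; temperature-sensitive fusion mutants such as fzo1-1 at 37 °C on non-fermentable ethanol glycerol medium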
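Yeast fusion mutant, YPEG (non-fermentable carbon), compound, 48 h at 37C non-permissive; CellTiterGlo added, 10 min RT, luminescence read. Rescued growth = division inhibition.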
USP2a inh: qHTS Assay for Inhibitors of Ubiquitin-specific Protease USP2a Using CHOP2 as the Reporter; USP2 core, Ub-CHOP2 coupled fluorogenic reporter, 485/531; Potency, µM (top dose mostly 38.3 µM), without a hit: top-dose activity change, negative = inhibition, most hits filed as inhibitors; hit rate 0.01% among 330,000; AID 463254, 2010;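 note: potency is the fitted concentration of half-maximal effect; plate controls were DMSO wells for no effect and full inhibition by NEM control for full effect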
Target sequence (O75604 whole entry, looked up): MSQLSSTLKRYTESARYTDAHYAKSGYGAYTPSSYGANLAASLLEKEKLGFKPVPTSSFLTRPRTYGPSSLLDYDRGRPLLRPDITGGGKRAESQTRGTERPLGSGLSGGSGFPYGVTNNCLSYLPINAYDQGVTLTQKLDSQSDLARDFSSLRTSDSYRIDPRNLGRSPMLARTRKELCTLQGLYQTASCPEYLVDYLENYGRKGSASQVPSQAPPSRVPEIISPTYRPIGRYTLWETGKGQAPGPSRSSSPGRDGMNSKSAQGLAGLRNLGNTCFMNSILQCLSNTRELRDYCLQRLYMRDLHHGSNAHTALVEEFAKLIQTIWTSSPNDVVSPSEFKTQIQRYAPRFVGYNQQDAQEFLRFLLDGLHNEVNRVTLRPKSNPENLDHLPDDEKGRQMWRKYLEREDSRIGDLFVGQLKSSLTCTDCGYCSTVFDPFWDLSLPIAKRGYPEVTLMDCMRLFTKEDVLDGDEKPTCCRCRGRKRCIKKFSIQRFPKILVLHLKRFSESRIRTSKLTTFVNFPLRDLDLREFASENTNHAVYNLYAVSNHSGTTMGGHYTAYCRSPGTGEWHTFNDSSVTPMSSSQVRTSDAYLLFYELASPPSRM
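USP2 core (10nM final) preincubated 30min RT with compound in 20mM Tris-HCl pH 8.0, 2mM CaCl2, 2mM beta-mercaptoethanol, 0.05% CHAPS; 25nM Ub-CHOP2 plus 25nM reporter substrate added, fluorescence (Ex485/Em531) read after 60min.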
ASM inhibitor: Inhibitors of Secretory Acid Sphingomyelinase (S-ASM): qHTS | AID 504937, 2011 | Sphingomyelin phosphodiesterase (Homo sapiens), P17405 | Potency, µM (titrated, usually from 57.5 µM), without a hit: at the top dose activity change, negative = inhibition, most hits filed as inhibitors | placental ASM, HMU-PC fluorogenic substrate, 60 min | hit rate 0.006% among 340,000; note: potency is the fitted concentration of half-maximal effect
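Human placenta-derived ASM enzyme was preincubated with compound for 10 minutes at room temperature, then given fluorogenic substrate HMU-PC0 (9 uM final) for 60 minutes at 37 °C; a pH 10 stop preceded fluorescence reading at Ex 386/Em 447 nm.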
TSHR antagonist: Antagonists of the Thyroid Stimulating Hormone Receptor: HTS campaign; Thyrotropin receptor (Homo sapiens), P16473; TSHR-expressing cells, TSH-stimulated cAMP HTRF, 2 h; active compounds read low; activity change, negative = inhibition, % at 11.5 µM; hit rate 0.2% among 330,000; AID 504810, 2011;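 active = activity change below a set negative limit, meaning inhibition stronger than a set level, cut at about -70% in these data; inconclusive = activity change between two set negative limits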; note: % is set by controls: 0 for no effect and ±100 for the full control effect
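Inhibition of cAMP made by TSHR-expressing cells under TSH stimulation (4nM final, EC80; 2 h, 37 deg C) is quantified with a one-step lysis HTRF kit, anti-cAMP cryptate versus cAMP-d2.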
GALK inhibitor: qHTS Assay for Inhibitors of Human Galactokinase (GALK); P51570; Purified GALK, Kinase-Glo residual ATP luminescence; Potency, µM (series often up to 57.5 µM), without a hit: top-dose activity change, negative = inhibition, most hits filed as inhibitors; hit rate 0.007% among 270,000; AID 1868, 2009; note: potency is the fitted concentration of half-maximal effect; % is set by controls: 0 for no effect and ±100 for the full control effect
Target sequence (P51570 whole entry, looked up): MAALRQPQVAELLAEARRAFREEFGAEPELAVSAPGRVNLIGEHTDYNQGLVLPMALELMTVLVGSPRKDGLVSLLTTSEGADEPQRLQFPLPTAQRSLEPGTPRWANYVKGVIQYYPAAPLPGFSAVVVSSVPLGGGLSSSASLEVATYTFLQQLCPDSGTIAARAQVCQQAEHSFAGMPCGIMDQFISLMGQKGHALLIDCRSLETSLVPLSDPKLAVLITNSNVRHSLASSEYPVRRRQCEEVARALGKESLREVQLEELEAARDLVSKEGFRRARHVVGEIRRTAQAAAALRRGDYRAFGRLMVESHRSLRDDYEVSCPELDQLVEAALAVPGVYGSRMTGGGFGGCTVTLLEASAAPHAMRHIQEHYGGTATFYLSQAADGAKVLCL
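Kinase-Glo Plus luminescence measured ATP left after a 1 h room-temperature reaction. The reaction used 5 nM GALK, 100 uM galactose and 35 uM ATP at pH 8.0 (20 mM HEPES, 5 mM MgCl2, 60 mM NaCl, 1 mM DTT, 0.01% BSA).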
The depositor's hits bear a star; [ ] = remark or other dose. Unless noted, calls come from the whole dose curve; as a rule, active = well fitted curve in the direction sought with a large enough effect; inconclusive = small, poorly fitted or top-dose-only effect, or another doubt; inactive = no such curve, though single readings can be large; an effect the other way counts as inactive or inconclusive.

COc1ccc(/C=C/C(O)=C2/C(=O)N(C)C3(C)CC2c2ccccc2O3)cc1 (stereo unspecified) was read as MBNL1 CUG block 0%, BCR signal inh 0%, Eya2 inh 4%, hERG WT inh -8, Menin MLL FP TR -26%, PKM2 act 11%, Mito fusion act -18%, USP2a inh 0%, ASM inhibitor 107%[activator], TSHR antagonist -15 and GALK inhibitor -1%.
`Cc1cc(C)nc(CCNC(=O)C2CCC(=O)N(Cc3ccccc3F)C2)n1` (stereo unspecified) gave MBNL1 CUG block -2%, BCR signal inh -2%, Eya2 inh -2%, hERG WT inh 1, Mito fusion act 8%, USP2a inh -9%, ASM inhibitor -1%, TSHR antagonist -3 and GALK inhibitor 6%.
Screening CSc1ncccc1C(=O)OCC(=O)NC(C)CCc1ccccc1 (stereo unspecified) returned BCR signal inh -6%, Eya2 inh 3%, hERG WT inh 1, USP2a inh 7% and ASM inhibitor -1%.
For CC1CCc2nc(/C(C#N)=C/c3ccncc3)sc2C1 (stereo unspecified) the results were MBNL1 CUG block 25%, BCR signal inh inconclusive, Eya2 inh 2%, hERG WT inh 2, Menin MLL FP TR -18%, PKM2 act 1%, Mito fusion act -8%, USP2a inh 4%, TSHR antagonist 3 and GALK inhibitor 2%.
For CS(=O)(=O)c1ccc(C(=O)Nc2ccccc2N2CCOCC2)c(Cl)c1 the results were BCR signal inh -4%, Eya2 inh -12%, hERG WT inh -5, Menin MLL FP TR 10%, PKM2 act -7%, Mito fusion act 2%, USP2a inh 0%, ASM inhibitor -5%, TSHR antagonist -1 and GALK inhibitor 15%.
Screening CCC(C(=O)OCC(=O)NCc1ccc2c(c1)OCO2)c1ccccc1 (stereo unspecified) returned BCR signal inh 1%, Eya2 inh -7%, hERG WT inh -3, USP2a inh -2%, ASM inhibitor 3% and TSHR antagonist -10.
O=C(CN1CCN(c2ccccc2)CC1)Nc1cccc([N+](=O)[O-])c1 was read as MBNL1 CUG block inconclusive, BCR signal inh -2%, Eya2 inh 7%, hERG WT inh -1, Menin MLL FP TR 24%, PKM2 act 5%, Mito fusion act -9%, USP2a inh -1%, ASM inhibitor 0%, TSHR antagonist 6 and GALK inhibitor 12%.
CC(=O)N1c2ccc3ccccc3c2C(C)CC12CCCCC2 (stereo unspecified) was read as MBNL1 CUG block 9%, BCR signal inh 20%, Eya2 inh -7%, hERG WT inh -4, Menin MLL FP TR -6%, PKM2 act 0%, Mito fusion act 21%, USP2a inh -2%, ASM inhibitor -3%, TSHR antagonist -8 and GALK inhibitor 4%.
`Cc1cccc(NC(=O)NCC(c2ccc(F)cc2)N2CCN(C)CC2)c1` (stereo unspecified) gave MBNL1 CUG block 0%, BCR signal inh -1%, Eya2 inh -26%, hERG WT inh 22, Menin MLL FP TR 9%, Mito fusion act -11%, USP2a inh -2%, ASM inhibitor 2%, TSHR antagonist 3 and GALK inhibitor 3%.
CSc1ccc(CN2CCc3c([nH]c4ccccc34)C2)cc1 was read as MBNL1 CUG block 10%, BCR signal inh inconclusive, Eya2 inh -1%, hERG WT inh 41, Menin MLL FP TR 30%[activator], PKM2 act 0%, Mito fusion act -7%, USP2a inh -2%, ASM inhibitor 0% and TSHR antagonist 5.
Screening COc1ccc(-c2cn(CCO)c(-c3ccc(Cl)nc3)n2)cc1 returned BCR signal inh -8%, Eya2 inh -16%, hERG WT inh 0, Mito fusion act -11%, USP2a inh 1%, ASM inhibitor 8% and TSHR antagonist 6.
COc1ccc(OC)c(NCc2nnc(-c3ccccc3)o2)c1 was read as MBNL1 CUG block -4%, BCR signal inh -6%, Eya2 inh -5%, hERG WT inh 7, Menin MLL FP TR 6%, PKM2 act 0%, Mito fusion act -1%, USP2a inh 4%, ASM inhibitor 5%, TSHR antagonist -2 and GALK inhibitor -1%.
For CCC(CC)C(=O)N1CCN(Cc2nc3ccccc3c(=O)[nH]2)CC1 the results were MBNL1 CUG block 7%, BCR signal inh inconclusive, Eya2 inh -6%, hERG WT inh -11, Menin MLL FP TR -9%, PKM2 act -23%, Mito fusion act -1%, USP2a inh 0%, ASM inhibitor 3%, TSHR antagonist 40 and GALK inhibitor 1%.
For CCOCCCNC(=O)C1CCC(CNS(=O)(=O)c2ccc(Cl)cc2)CC1 (stereo unspecified) the results were MBNL1 CUG block -10%, BCR signal inh 14%, Eya2 inh 10%, hERG WT inh -18, Menin MLL FP TR -10%, PKM2 act 6%, Mito fusion act -4%, USP2a inh 1%, ASM inhibitor 2%, TSHR antagonist 30 and GALK inhibitor 4%.
COc1cc(NC(=O)C2CC2)c(OC)cc1NC(=O)CCC(=O)NC1CCN(Cc2ccccc2)CC1 was read as MBNL1 CUG block -2%, BCR signal inh -4%, Eya2 inh -4%, hERG WT inh 3, Menin MLL FP TR 1%, PKM2 act -2%, Mito fusion act -2%, USP2a inh -1%, ASM inhibitor 5%, TSHR antagonist 1 and GALK inhibitor 9%.
For N#Cc1nccnc1N1CCN(C(=O)Nc2ccccc2)CC1 the results were BCR signal inh 0%, Eya2 inh 19%, hERG WT inh -2, PKM2 act 0%, Mito fusion act -3%, USP2a inh -1%, ASM inhibitor 8%, TSHR antagonist -2 and GALK inhibitor -2%.
For CCc1nnc(NC(=O)CCc2c[nH]c3ccccc23)s1 the results were MBNL1 CUG block 0%, BCR signal inh 0%, Eya2 inh 12%, hERG WT inh -16, Menin MLL FP TR inconclusive, PKM2 act 17%, Mito fusion act -1%, USP2a inh 0%, ASM inhibitor -1%, TSHR antagonist 0 and GALK inhibitor -3%.
O=C1CCC/C(=N\NC(=O)c2ccc(COc3ccccc3-c3ccccc3)cc2)C1 was read as MBNL1 CUG block -8%, BCR signal inh 0%, Eya2 inh -5%, hERG WT inh 4, Menin MLL FP TR 14%, PKM2 act 6%, Mito fusion act -3%, USP2a inh 0%, ASM inhibitor -2%, TSHR antagonist -2 and GALK inhibitor 1%.
Screening Cc1ccc(S(=O)(=O)N2CCC(C(=O)NC3CC(C)(C)NC(C)(C)C3)CC2)cc1C returned MBNL1 CUG block 1%, BCR signal inh 3%, Eya2 inh 0%, hERG WT inh -9, Menin MLL FP TR -15%, PKM2 act -3%, Mito fusion act -3%, USP2a inh 3%, ASM inhibitor 4%, TSHR antagonist 37 and GALK inhibitor -8%.
Screening COc1ccccc1-c1nc(C#N)c(N2CCN(c3cccc(Cl)c3)CC2)o1 returned MBNL1 CUG block inconclusive, BCR signal inh 10%, Eya2 inh -10%, hERG WT inh 2, Menin MLL FP TR 15%, PKM2 act -19%, Mito fusion act 25%, USP2a inh 1%, ASM inhibitor -4%, TSHR antagonist 29 and GALK inhibitor 0%.

An excerpt; count on the stated rates, not on these rows.
